MOR-DOR inv ag = inverse agonist of human OPRM1-OPRD1 heterodimerization; P35372+P41143; cell-based MOR-DOR heterodimer luminescence, inverse agonism; inhibition, % at 9.3 µM; 340,000 tested, 0.21% active; AID 504357; in the data active means inhibition above about 22%, passing the limit was not always enough;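 further: 0% = cells with DMSO and 100% = wells without cells with DMSO; values of inactives mirror those of a sister screen read the other way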
AddAB inh = less growth of phage-infected E. coli with AddAB | E. coli expressing H. pylori AddAB, absorbance growth | inhibition, % at 11.9 µM | 330,000 tested, 0.29% active | AID 435030; in the data active means inhibition above about 12%;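 further: 0% = vehicle wells of infected cells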
OPRM1-OPRD1 ag = agonists of human mu-delta opioid receptor heterodimerization. 340,000 tested, 0.3% active. AID 504326. cells, OPRM1-OPRD1 heterodimerization, luminescence. activation, % at 9.3 µM; in the data active means activation above about 18%;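 further: 0% = vehicle-treated cells and 100% = reference agonist; values of inactives mirror those of a sister screen read the other way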
E coli growth = counter-screen for AddAB inhibitors: E. coli growth inhibition | E. coli V3065 growth, OD600 absorbance, 18 h | inhibition, % at 11.9 µM | 330,000 tested, 0.27% active | AID 449728;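 active means inhibition above the campaign's mean inhibition across all tested compounds plus 3 SD, cut at about 9.9% in these data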;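 further: uninfected addAB+ strain grown without phage in ampicillin broth; 0% = DMSO wells and 100% = ciprofloxacin 0.95 µg/ml wells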
DSG3 Ab inh = human desmoglein-3 autoantibody binding inhibition | DSG3-coupled beads, scFv-anti-DSG3-GFP binding, flow cytometry; hits give low values | 310,000 tested, 0.48% active | binding (percent of control), % at 10 µM | AID 588358 | P32926;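 active means binding more than 3 SD below its plate's average and above zero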;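 further: hits lower antibody fragment binding to DSG3; some compounds called inactive have numbers as strong as hits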
PKA-R1A act = PKA-R1A complex activation. AID 504707. activation, % at 11.4 µM. 340,000 tested, 0.083% active. P00514+P68181. PKA-R1A dissociation, Cy5-IP20 fluorescence polarization; scaled: DMSO 0%, 113 µM cGMP 100%;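 active means percent activation above the mean of all tested compounds plus 3 SD, cut at about 19% in these data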;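 further: higher means more PKAc released from R1A so a rise in polarization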
HTR5A inv ctr = HTR5A inverse agonism, opioid heterodimer counter-screen | P47898 | HTR5A cell line, luminescence | inhibition, % at 9.3 µM | 340,000 tested, 0.083% active | AID 504634; in the data active means inhibition mostly above about 23%, no sharp cut-off; inactive means mostly below about 18%;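 further: 0% = cells with DMSO and 100% = no-cell wells with DMSO; some compounds called inactive have numbers as strong as hits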
Target sequence (P47898 whole entry, looked up): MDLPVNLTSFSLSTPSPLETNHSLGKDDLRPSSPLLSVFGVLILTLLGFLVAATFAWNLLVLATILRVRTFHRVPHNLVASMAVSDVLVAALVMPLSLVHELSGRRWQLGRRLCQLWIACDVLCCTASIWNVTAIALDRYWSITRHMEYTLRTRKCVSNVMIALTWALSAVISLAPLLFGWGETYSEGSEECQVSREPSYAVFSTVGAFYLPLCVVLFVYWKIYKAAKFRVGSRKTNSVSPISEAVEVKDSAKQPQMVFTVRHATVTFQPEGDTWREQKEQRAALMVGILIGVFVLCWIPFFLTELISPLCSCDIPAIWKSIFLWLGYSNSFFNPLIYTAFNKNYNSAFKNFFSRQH
HTR5A ag = counter-screen for OPRM1-OPRD1 agonists: human HTR5A agonism; P47898; HTR5A agonist assay, luminescence, cell-based; activation, % at 9.3 µM; 340,000 tested, 0.61% active; in the data active means activation mostly above about 9.5%, no sharp cut-off; inactive means mostly below about 7.6%;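 further: 0% = cells with vehicle only and 100% = reference agonist; strong numbers were not always called active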
SUMO Mot1 rescue = SUMOylation pathway inhibition by Mot1-301 growth rescue; S. cerevisiae Mot1-301 growth rescue, ATP luminescence, 38.5C; percent above DMSO median, 100 means doubled; growth rescue, % at 18.8 µM; 320,000 tested, 1% active; AID 2716;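 active means every valid replicate shows activation above 250% relative to neutral control wells; inactive means the rest, any valid replicate at or below 250%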;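 further: OY570 slx delta 5 strain wells were the positive control but not used for scaling; some compounds called inactive have numbers as strong as hits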
PfHsp90 yeast 2 = reduces growth (ATP signal) of yeast expressing P. falciparum Hsp90. S. cerevisiae expressing PfHsp90, BacTiter-Glo ATP, 48 h; yeast lacking PDR1 and PDR3 efflux regulators. inhibition, % at 9.4 µM. 310,000 tested, 0.32% active;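 active means every replicate shows inhibition above about 80%, whatever the replicate mean, limit read from the data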;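 further: 0% = DMSO neutral controls and 100% = 20 µM radicicol positive controls; yeast relying on Plasmodium falciparum Hsp90 in place of its own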
phage Ecoli inh = E. coli growth loss with phage present | 360,000 tested, 0.26% active | inhibition, % at 11.9 µM | growth absorbance; in the data active means inhibition above about 11%
The depositor's hits bear a star; nt = no result given.

SMILES | MOR-DOR inv ag | AddAB inh | OPRM1-OPRD1 ag | E coli growth | DSG3 Ab inh | PKA-R1A act | HTR5A inv ctr | HTR5A ag | SUMO Mot1 rescue | PfHsp90 yeast 2 | phage Ecoli inh
Cc1nc2ccc(NC(=O)c3cccs3)cc2s1 | 6 | 4.5 | -1.1 | 2.8 | nt | 7 | 1 | 4 | 2 | 15 | 1.5
COc1cccc(C(C)NC(=S)NCc2ccc(Cl)cc2)c1 (stereo unspecified) | 17 | 0.8 | -3.3 | 3.4 | 95 | -14 | -8 | 1 | -25 | 16 | 2.9
CCC(C)CCCCNC1=NCCS1 (stereo unspecified) | 11 | -0.9 | -2.4 | -3.7 | nt | -5 | -6 | 2 | -11 | 6 | -0.9
O=C(CN1C(=O)c2ccccc2C1=O)NCC1CCCO1 (stereo unspecified) | 25 | -1.4 | -4.5 | 1.3 | 101 | -15 | 11 | -4 | -5 | -10 | 1.7
CCOC(=O)c1ccc[n+](CC(=O)Nc2ccccc2OC(F)F)c1 | -9 | -0.5 | 1.7 | 0.5 | 106 | -8 | -22 | 4 | nt | 10 | 3.0
Cc1cc(=O)[nH]c2c3ccccc3nn12 | 11 | 4.9 | -1.9 | 2.5 | 103 | -4 | 1 | -4 | -9 | 2 | 1.5
Cc1cc(NC(=O)CSc2nc(-c3ccc(F)cc3)cs2)no1 | -15 | -0.4 | 2.5 | -0.5 | 99 | 4 | -22 | 4 | 13 | nt | 2.3
COCCNC(=O)/C(C#N)=C/C=C/c1ccccc1[N+](=O)[O-] | -2 | 0.7 | 0.3 | -0.6 | nt | 1 | 34 | -4 | -15 | -29 | 4.5
Cc1ccc(/C=C/C(=O)Nc2nn[nH]n2)o1 | 8 | 4.3 | -1.6 | -0.2 | 100 | 5 | 1 | 0 | 67 | 17 | 3.9
O=C1CC(N2CCC(c3nc4ccccc4[nH]3)CC2)C(=O)N1c1ccccc1F (stereo unspecified) | 13 | 0.9 | -2.8 | -1.7 | 91 | 5 | 0 | 9 | 24 | 11 | 1.5
CCn1c2ccccc2c2nnc(SCCCn3c(=O)[nH]c4ccccc43)nc21 | 8 | 1.4 | -1.4 | 0.2 | 104 | -11 | -9 | 10 | -9 | -1 | nt
COC(CNC(=O)c1ccc2c(c1)ncn2-c1ccc(C)cc1C)OC | 13 | 0.0 | -2.8 | 3.2 | 110 | -7 | -3 | 1 | -22 | 12 | 3.2
O=C(CCS(=O)(=O)c1ccc(Cl)cc1)Nc1nccs1 | 3 | nt | -0.5 | nt | 104 | -13 | -2 | 1 | nt | 5 | -1.0
O=S1(=O)CC/C(=N\Nc2ccc(F)cc2)c2ccsc21 | 8 | 5.4 | -1.8 | 4.1 | 100 | 5 | 5 | -2 | 423* | -6 | 2.0
COc1cc2c(C(=O)N3CCN(Cc4ccc5c(c4)OCO5)CC3)cn(C)c(=O)c2cc1OC | 11 | 1.4 | -1.8 | -0.3 | 103 | -6 | -18 | 1 | -19 | 49 | 1.9
CCOC(=O)c1c(C)n(CCNC(C)=O)c2ccc(O)cc12 | 10 | 0.9 | -1.7 | -0.7 | 95 | -4 | -11 | 4 | -19 | 3 | -0.5
COc1cccc(C2c3[nH]c4ccccc4c3C[C@H]3C(=O)N(CCCCCO)CC(=O)N23)c1 (stereo partly specified) | 7 | -2.1 | -1.6 | -1.8 | 103 | -1 | 11 | -3 | -8 | -5 | 1.2
O=C1NC(=Nc2ccccc2)S/C1=C\C=C\c1ccco1 | -7 | 0.8 | 1.3 | -2.1 | 109 | -4 | 0 | 4 | 5 | -2 | -0.9
COc1ccc(CNC(=O)c2cnc3scc(C)n3c2=O)cc1 | 25 | -1.0 | -4.8 | -2.0 | 101 | -3 | -18 | 7 | 14 | -40 | 1.4
O=C(CCc1n[nH]c(=O)[nH]c1=O)N1CCCCC1 | 18 | 1.3 | -3.2 | 0.2 | 98 | 4 | -14 | 5 | -12 | -48 | 3.0
CCCn1nc(NS(=O)(=O)c2cccc3nonc23)c2cc3ccccc3nc21 | 31 | 1.2 | -6.0 | 1.2 | 87 | 2 | 9 | -2 | -4 | -10 | 0.5
CCN1C(=O)/C(=c2\sc3nc(=O)c(Cc4ccccc4)nn3c2=O)c2ccccc21 | 6 | -0.3 | -1.1 | 0.0 | 126 | -7 | 7 | 6 | 19 | 2 | 1.6
CCCC(=O)Nc1sc(C)c(C)c1C(=O)Nc1cccc(C)c1 | -17 | 1.8 | 3.1 | -1.1 | 100 | -5 | -7 | 3 | 8 | -17 | 3.6
Cc1ccc(N2C(=O)N(CC(=O)Nc3cc(F)ccc3C)C(=O)C2C)cc1 (stereo unspecified) | -2 | 0.0 | 0.3 | -0.6 | 103 | 7 | 8 | -3 | 139 | nt | 1.6
Cc1ccccc1NC(=O)NCCc1nc2ccccc2[nH]1 | -4 | 1.9 | 0.7 | -1.0 | 102 | -9 | 0 | 0 | -9 | -11 | 1.7
COc1ccc(-n2nc(C(=O)NCC(=O)N3CCN(c4ccccc4OC)CC3)c3ccccc3c2=O)cc1OC | -4 | 1.3 | 0.6 | 1.2 | 92 | -1 | -15 | -1 | 197 | 14 | 1.4
COC(=O)c1sccc1NC(=O)c1cc(-c2ccc(C)cc2C)nc2ccccc12 | 7 | 2.8 | -1.5 | -1.0 | 86 | 4 | -1 | 1 | 1 | -7 | 0.3
CN1C(=O)C(C)(C)c2cc(S(=O)(=O)N3CCN(c4ccccc4)CC3)ccc21 | 9 | -0.3 | -1.5 | 0.3 | 101 | -6 | -6 | 2 | 16 | 5 | 1.6
Cc1ccc(C2CC(c3cccs3)=NN2C(=O)CSc2nc3ccccc3o2)cc1 (stereo unspecified) | -8 | 0.5 | 1.5 | 1.1 | 127 | -1 | -41 | -2 | -19 | -1 | 2.4
COc1ccc(C(C(=O)NC2CCCC2)N(C(=O)c2csnn2)C2CCCC2)cc1 (stereo unspecified) | 6 | 3.8 | -0.8 | 1.6 | nt | -10 | 2 | -1 | -10 | 10 | -1.8
COc1c(C(=O)NC(=S)Nc2nnn(C)n2)cc2ccccc2c1Br | 3 | -0.3 | -0.6 | -4.9 | 101 | -17 | 2 | -1 | 17 | 0 | 1.4
COc1ccc(NC2CC(=O)N(c3ccccc3)C2=O)cc1 (stereo unspecified) | 11 | 2.9 | -2.6 | -1.4 | 108 | -3 | -24 | -3 | -2 | -132 | 3.0
COc1ccc(CN(Cc2ccc(OC)cc2)C(=O)c2cccs2)cc1 | nt | 1.4 | nt | -1.3 | 100 | nt | nt | nt | 9 | nt | 2.3
CCOc1cc(NC(=S)NC)c(OCC)cc1NC(=O)c1ccc(OC)cc1 | 17 | 0.3 | -3.3 | -0.9 | 100 | 1 | -4 | 1 | 2 | 7 | 2.3
CC1(c2ccccc2)NC(=O)N(CC(=O)Nc2ccccc2C(=O)NC2CC2)C1=O (stereo unspecified) | 6 | 3.4 | -1.2 | -0.8 | nt | 3 | 7 | 2 | -16 | 0 | -1.3
Cc1cc(=O)oc(C)c1C(=O)NCCCN1CCN(c2ccccc2F)CC1 | -2 | 1.6 | 0.3 | 0.4 | 102 | 2 | 1 | 0 | -3 | 9 | 2.5
CCOC(=O)C1CCN(S(=O)(=O)c2cc3c(cc2C)NC(=O)CO3)CC1 | 5 | 0.2 | -0.9 | -1.3 | 81 | -4 | 1 | 0 | -9 | 20 | 0.3
OCC[C@@H]1C[C@@H](O)[C@H](O)[C@@]2(OCc3ccccc32)O1 | 8 | 4.2 | -1.6 | -0.7 | 104 | -2 | 17 | -7 | 91 | 0 | 3.8
CN1CCC(N(C)C(=O)/C(C#N)=C/c2ccc(OC(F)F)cc2)CC1 | 9 | nt | -1.8 | nt | 93 | -6 | 8 | 1 | nt | 7 | 1.6
O=C(CNC(=O)c1ccccc1)NCC(=O)OCC(=O)c1ccccc1Cl | 18 | nt | -3.4 | nt | 110 | -4 | -1 | -3 | nt | -25 | 1.0

Some of the entries above in another layout.
Molecule	MOR-DOR inv ag	AddAB inh	OPRM1-OPRD1 ag	E coli growth	DSG3 Ab inh	PKA-R1A act	HTR5A inv ctr	HTR5A ag	SUMO Mot1 rescue	PfHsp90 yeast 2	phage Ecoli inh
CCCC(=O)Nc1sc(C)c(C)c1C(=O)Nc1cccc(C)c1	-17	1.8	3.1	-1.1	100	-5	-7	3	8	-17	3.6
Cc1ccc(N2C(=O)N(CC(=O)Nc3cc(F)ccc3C)C(=O)C2C)cc1 (stereo unspecified)	-2	0.0	0.3	-0.6	103	7	8	-3	139	nt	1.6
Cc1ccccc1NC(=O)NCCc1nc2ccccc2[nH]1	-4	1.9	0.7	-1.0	102	-9	0	0	-9	-11	1.7

Following part.
SMILES | MOR-DOR inv ag | AddAB inh | OPRM1-OPRD1 ag | E coli growth | DSG3 Ab inh | PKA-R1A act | HTR5A inv ctr | HTR5A ag | SUMO Mot1 rescue | PfHsp90 yeast 2 | phage Ecoli inh
Oc1ccccc1NCC(O)Cn1ccc2ccccc21 (stereo unspecified) | -29 | -0.3 | 6.0 | -2.9 | 115 | 1 | -21 | 9 | -8 | nt | 2.2
CCCN1Cc2cccc(C(=O)Nc3ccc(CC)cc3)c2C1=O | 9 | 0.2 | -1.7 | 0.9 | nt | 7 | -5 | -1 | -13 | nt | 2.0
O=C(CNC(=O)c1ccco1)OCC(=O)c1ccc(Cl)cc1 | -6 | 3.5 | 0.9 | 1.6 | 107 | -7 | -1 | 1 | -11 | 1 | 3.3
CCCc1nnc(NC(=O)CS(=O)(=O)c2ccccc2)s1 | -4 | 2.1 | 0.5 | -0.1 | 93 | 0 | 25 | 0 | 111 | -14 | -1.2
Cc1noc(C)c1S(=O)(=O)N(C)C[C@H]1Oc2c(cccc2N(C)C)C(=O)N([C@H](C)CO)C[C@@H]1C | -2 | 3.0 | 0.4 | 0.4 | 112 | -6 | -16 | 4 | -12 | 5 | 2.0
COCCNC(=O)CN(C(=O)c1ccc(N2CCCC2)nc1)c1ccc(Cl)cc1 | 12 | 0.5 | -2.5 | 2.3 | 116 | -5 | -5 | 1 | 29 | 13 | -0.2
COc1ccccc1-c1c(C)nn2c(N3CCC4(CC3)OCCO4)cc(C)nc12 | 10 | -1.1 | -1.7 | -1.2 | 108 | 10 | 8 | 2 | 9 | 4 | 1.0
Cn1c(C(=O)NCc2cccnc2)cc2sc(Cl)cc21 | 5 | 2.5 | -0.9 | -0.7 | 105 | -12 | -2 | 3 | -11 | 13 | nt
Cc1ccccc1CN1C(=O)c2ccccc2S(=O)c2ccc(C(=O)NCCCN3CCOCC3)cc21 (stereo unspecified) | 14 | 1.1 | -2.9 | 1.4 | 103 | -13 | 3 | 2 | -7 | -11 | 4.8
CCOC(=O)CN1C(c2ccc(O)cc2)Nc2ccc(Br)cc2C1c1ccccc1 (stereo unspecified) | -36 | 0.5 | 5.7 | 1.4 | 91 | -24 | -1 | 5 | 17 | -11 | 0.9
Cc1occc1C(=O)NNC(=O)c1ccc(Br)o1 | 0 | 1.4 | 0.0 | 1.7 | 113 | 3 | 2 | -1 | 10 | -1 | 3.8
Cc1ccccc1NC(=O)C(Cc1ccccc1)n1cccc1 (stereo unspecified) | 16 | 2.0 | -3.2 | 0.8 | 101 | -9 | 2 | -1 | 44 | -23 | 1.8

Screening data (PubChem)
